# High-throughput results from PubChem.
# N370S GC: qHTS Assay for Inhibitors and Activators of N370S glucocerebrosidase as a Potential Chaperone Treatment of Gaucher Disease. 0.092% of 330,000 active. Lysosomal acid glucosylceramidase (Homo sapiens), P04062. Potency, µM (highest dose often 59.4 µM), for the others: at the top dose activity change, negative = inhibition, actives largely listed as inhibitors. N370S GC spleen homogenate, 4MU-glucoside fluorescence;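 further: 0% = full enzyme activity and -100% = no enzyme basal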
# TDP1 cell noCPT: qHTS for Inhibitors of human tyrosyl-DNA phosphodiesterase 1 (TDP1): qHTS in cells in absence of CPT. DT40 Tdp1-/- hTDP1 cells, no CPT, ATP luminescence, 48 h. Potency, µM (doses to about 46.2 µM), for inactives: at the highest dose activity change, negative = growth inhibition, most hits filed as inhibitors. 15% of 420,000 active; further: nearly all actives have a fitted effect of over 55% in size
#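 Readout: luminescence from CellTiter-Glo after 30 min in the dark at RT. Cells: DT40 Tdp1-/- with stable hTDP1, 400/well. Exposure: compounds alone, ≥48 hr, 37 °C.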
# TDP1 inh: qHTS Assay for Inhibitors of Tyrosyl-DNA Phosphodiesterase (TDP1); Tyrosyl-DNA phosphodiesterase 1 (Homo sapiens), Q9NUW8; recombinant TDP1, AlphaScreen DNA substrate cleavage; Potency, µM (doses to about 130 µM), inactives show at the highest dose activity change, negative = inhibition, hits mostly inhibitors; 0.28% of 350,000 active; AID 485290, 2010; further: nearly all actives have a fitted effect of over 40% in size
# Target sequence (Q9NUW8 whole entry, looked up): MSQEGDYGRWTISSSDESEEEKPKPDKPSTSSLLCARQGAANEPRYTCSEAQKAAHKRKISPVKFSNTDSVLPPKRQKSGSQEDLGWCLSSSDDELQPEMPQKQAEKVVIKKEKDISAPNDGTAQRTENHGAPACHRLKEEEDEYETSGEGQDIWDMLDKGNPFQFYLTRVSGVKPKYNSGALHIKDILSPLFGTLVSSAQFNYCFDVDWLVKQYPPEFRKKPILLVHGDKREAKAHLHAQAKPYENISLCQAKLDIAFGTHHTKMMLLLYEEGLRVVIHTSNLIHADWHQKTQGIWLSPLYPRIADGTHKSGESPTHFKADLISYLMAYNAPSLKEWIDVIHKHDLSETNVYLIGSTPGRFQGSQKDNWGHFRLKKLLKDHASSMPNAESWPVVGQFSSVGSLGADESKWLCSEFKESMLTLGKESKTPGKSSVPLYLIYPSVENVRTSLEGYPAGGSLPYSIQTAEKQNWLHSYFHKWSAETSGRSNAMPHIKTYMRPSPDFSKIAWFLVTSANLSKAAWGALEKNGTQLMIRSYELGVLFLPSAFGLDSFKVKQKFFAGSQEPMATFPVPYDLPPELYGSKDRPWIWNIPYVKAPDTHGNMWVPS
#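 Steps: enzyme plus compound, 15 min RT; add biotin/phosphotyrosine-FITC oligonucleotide (15 nM final), react 5 min; add donor/acceptor beads (10 ug/ml final), 10 min; read AlphaScreen. Tdp1 at 1 nM final.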
# * hit, by the source's call; ? = inconclusive; / = no result given; & = joins results of further samples; [ ] = dose if it differs, or a comment. The call rests on the fitted dose curve; in most records, active means well fitted curve in the direction sought with a large enough effect; inconclusive means small, poorly fitted or top-dose-only effect, or another doubt; inactive means no such curve, though single readings can be large; an effect the other way counts as inactive or inconclusive. Unless noted, on the % scale 0 is the no-effect control and ±100 the full control effect; potency means the concentration at half of the fitted maximal effect. These rows are one share of the data; count on the stated rates, not on these rows.
# Results follow in this order: N370S GC, TDP1 cell noCPT, TDP1 inh
Cc1ccc(C(=O)NC(=S)Nc2ccc3c(c2)OCCO3)c(C)c1
  0%, ?, 3%
CCOc1ccccc1NC(=O)Cn1nnc(C(=O)NCc2ccc3c(c2)OCO3)c1N
  4%, 2.6µM*, -17%
CCOc1cc(/C=N/NC(N)=O)cc(Br)c1OCc1ccccc1
  24%, ?, 2%
CCCOc1ccc(C(=O)Nc2ccc3oc(-c4ccc(N(C)C)cc4)nc3c2)cc1
  /, -22%, -6%[12.3 µM]
CCc1c(C)sc2nc3c(C(=O)N4CCOCC4)cc(C(=O)c4cc(F)ccc4O)cn3c(=O)c12
  ?, 16µM*, 5%
CCOC(=O)CN(C(=O)CSc1nnc(C)n1-c1ccccc1)c1cccc([N+](=O)[O-])c1
  0%, -6%, -1%
COc1ccccc1/C=N/N1CCN(Cc2ccccc2Cl)CC1
  -1%, 10%, /
O=C(CNS(=O)(=O)c1cccc(Cl)c1)OCc1csc(-c2ccccc2)n1
  -18%, 14%, 2%
O=C(NCc1cccnc1)NC1CCCN1S(=O)(=O)c1ccc(Cl)cc1 (stereo not drawn)
  1%, 7%, 4%
Fc1ccccc1N1CCN(C2CCCN(Cc3cccc(C(F)(F)F)c3)C2)CC1 (stereo not drawn)
  -8%, 16µM*, /
COc1ccc(OCC(O)CN(C)C(=O)C(C)Oc2ccccc2)cc1 (stereo not drawn)
  -3%, -27%, /
O=C(NCC1CCCO1)C(c1cccs1)N(C(=O)Cn1nnc(-c2cccs2)n1)C1CCCC1 (stereo not drawn)
  -1%, -12%, 2%
CC(C)CCOc1cccc(OCC(=O)O)c1
  10%, -1%, 5%
COc1ccc(S(=O)(=O)NCCCN2CCCC2=O)c(OC)c1
  -1%, 13%, 2%
Cc1ccc2oc(C(=O)N(C)Cc3cnccn3)c(C)c2c1
  2%, 9%, 6%

# Brought forward from above: 4 compounds, followed by the next part.
# Results follow in this order: N370S GC, TDP1 cell noCPT, TDP1 inh
O=C(NCC1CCCO1)C(c1cccs1)N(C(=O)Cn1nnc(-c2cccs2)n1)C1CCCC1 (stereo not drawn)
  -1%, -12%, 2%
CC(C)CCOc1cccc(OCC(=O)O)c1
  10%, -1%, 5%
COc1ccc(S(=O)(=O)NCCCN2CCCC2=O)c(OC)c1
  -1%, 13%, 2%
Cc1ccc2oc(C(=O)N(C)Cc3cnccn3)c(C)c2c1
  2%, 9%, 6%
CN1CCN(S(=O)(=O)c2ccc(NC(=O)c3ccc(Br)s3)cc2)CC1
  -3%, ?, 4%
C=CCOc1ccc(/C=C(\C#N)C(=O)Nc2ccccn2)cc1OC
  -5%, -1%, 8%
COC(=O)C1=C(C)NC(=O)NC1c1cn(-c2ccccc2)nc1-c1cccs1 (stereo not drawn)
  3%, -14%, 1%
Cc1ccc2c(c1)NCC(C(=O)NC1CCC(C)CC1)O2 (stereo not drawn)
  9%, 7%, 3%
CCCS(=O)(=O)c1c(S(=O)(=O)CCC)c2cnccn2c1C(=O)c1ccc(OC)cc1
  3%, ?, 10%
Cc1ccccc1NC(=O)CSc1nnc(C2CC2)n1CC1CCCO1 (stereo not drawn)
  -11%, 0%, 11%
Cc1[nH]c2ccccc2c1-c1nc2ccccc2[nH]c1=O
  -5%, -27%, 9%
COc1ccc(/C=C/C(=O)Nn2cnnc2)cc1
  9%, -11%, -3%
Cc1ccc2c(=O)cc(C(=O)NCCc3ccc(S(N)(=O)=O)cc3)oc2c1
  12%, -1%, /
CC(C)OCCCNc1ncnc2c1cnn2-c1ccccc1
  18%, ?, 9%
Cc1cccn2c(=O)c(/C=C(\C#N)S(=O)(=O)c3ccccc3)c(Oc3ccc(Cl)cc3)nc12
  8%, 18µM*, 2%
O=C(Nc1ccc(N2CCOCC2)nc1)c1ccccc1Cl
  -4%, -3%, -6%
O=C1c2oc3ccc(Cl)cc3c(=O)c2C(c2cccnc2)N1Cc1ccco1 (stereo not drawn)
  13%, /, 4%
Cc1ccc(Nc2nc(C(=O)N3CCC(C(=O)N4CCN(C)CC4)CC3)cs2)cc1
  -14%, -16%, 4%
CN(C1CCCCC1)S(=O)(=O)c1ccc2c(c1)c(=O)c(C(=O)NCc1ccccc1Cl)cn2C
  /, 1%, -2%

# Sorted by number of heavy atoms (ascending): some entries from above.
# Results follow in this order: N370S GC, TDP1 cell noCPT, TDP1 inh
COc1ccc(/C=C/C(=O)Nn2cnnc2)cc1
  9%, -11%, -3%
Cc1[nH]c2ccccc2c1-c1nc2ccccc2[nH]c1=O
  -5%, -27%, 9%
CN1CCN(S(=O)(=O)c2ccc(NC(=O)c3ccc(Br)s3)cc2)CC1
  -3%, ?, 4%
Cc1ccccc1NC(=O)CSc1nnc(C2CC2)n1CC1CCCO1 (stereo not drawn)
  -11%, 0%, 11%
COC(=O)C1=C(C)NC(=O)NC1c1cn(-c2ccccc2)nc1-c1cccs1 (stereo not drawn)
  3%, -14%, 1%
Cc1ccc(Nc2nc(C(=O)N3CCC(C(=O)N4CCN(C)CC4)CC3)cs2)cc1
  -14%, -16%, 4%

# Other structures follow:
# Results follow in this order: N370S GC, TDP1 cell noCPT, TDP1 inh
C=Cc1ccc2c(c1)N(C)C(=C)S2
  -3%, 23µM*, 8%
O=C(NCCCc1nc2ccccc2n1Cc1ccccc1Cl)C1CCCCC1
  /, 18µM*, 0%
Cc1ccc2nc(NC(=O)CSc3nncc(=O)n3N)sc2c1
  2%, 16µM*, -9%
COc1ccc(OC)c(NC(=O)c2cccc(S(=O)(=O)N3CCN(C(C)=O)CC3)c2)c1
  -13%, -6%, /
COC(=O)Nc1cc(C(F)(F)F)ccc1N1CCN(c2ccccc2)CC1
  -2%, -25%, 2%
C/C(=N/OC(=O)c1cccc(Cl)c1)c1nccs1
  11%, -4%, 6%
O=C1CC(c2ccccc2)CC(O)=C1C=NCc1ccccc1 (stereo not drawn)
  -13%[12.8 µM], -18%, 4%
CCn1cc(C(=O)NCCC(C)C)c(=O)c2cc(S(=O)(=O)N(C)C3CCCCC3)ccc21
  /, ?, 7%
CCOc1ccccc1NS(=O)(=O)c1ccc2[nH]c(=O)[nH]c2c1
  -12%, -7%, 2%
Cc1ccc(S(=O)(=O)N2CCCCC2)cc1NC(=O)c1cc(=O)[nH]c2ccccc12
  /, -20%, 2%
On1c(-c2ccccc2Cl)nc2ccccc21
  -2%, -28%, 9%
CCN(CC)S(=O)(=O)c1cccc(-c2nnc(SCCOc3ccc(Cl)cc3)o2)c1
  4%, ?, -3%
O=C(C1CCN(S(=O)(=O)c2cccc3nonc23)CC1)N1CCN(c2ccc(F)cc2)CC1
  /, 12µM*, 3%
O=C(O)CCC(=O)Nc1ccccc1N1CCOCC1
  -8%, -9%, 3%
C=Cc1ccc(Cn2c(C(=O)O)c(CNCc3cc(Br)ccc3OC)c3ccc(C)cc32)cc1
  /, ?, 3%
O=C(Nc1ccc(Cl)cc1)c1sccc1-n1cccc1
  12%, 0%, 6%
COC(=O)CCNC(=O)N1CCN(c2nnc(C)c3c(C)n(-c4ccc(Cl)cc4)nc23)CC1
  /, 3%, 7%
COc1ccc(-c2c(C#Cc3ccsc3)c3cc(Br)ccc3n2C)cc1
  /, 21µM*, -2%
O=C(COC(=O)c1ccc(Br)o1)Nc1ccc(S(=O)(=O)N2CCCC2)cc1
  -5%, -21%, 3%
COc1ccccc1NC(=O)c1sc2nc3c(cc2c1N)CN(Cc1ccccc1)CC3
  /, ?, 12%
CCN(CC)C(=O)C(=O)c1c(-c2ccccc2)[nH]c2ccccc12
  -2%, ?, 3%
Cc1ccc(Cn2c(CN3CCC(C(=O)NCc4cccnc4)CC3)cc3ccccc32)cc1
  /, ?, 5%
COC(=O)[C@H]1C[C@H]2CC[C@H](O)C[C@H]2N1Cc1c(F)cccc1Cl
  2%, /, 5%
Cc1nn(Cc2cccc(C(=O)NC(C)c3ccc(C(C)(C)C)cc3)c2)c(C)c1[N+](=O)[O-] (stereo not drawn)
  13%, ?, 3%
O=C(CCS(=O)(=O)c1ccc(F)cc1)N1CCN(c2ccccc2)CC1
  -4%, -12%, 7%
Cc1ccc(Nc2c(-c3ccco3)nc3nc(C)cc(C)n23)cc1
  9%, ?, 2%
CNc1nc(-c2ccccc2)cc(-c2ccccc2)n1
  ?, -16%, /
O=C(Nc1cccc([N+](=O)[O-])c1)c1ccc(N2CCCC2=O)cc1
  -13%, -25%, -3%
CCN1CCc2c(sc(NC(=O)c3ccc(S(=O)(=O)N4CCOCC4)cc3)c2C(N)=O)C1
  0%, ?, -2%
COCc1ccc(CN2CCC(n3nccc3NC(=O)C(OC)c3ccccc3)CC2)o1 (stereo not drawn)
  1%, -1%, 1%

# Compound profiles, from the list above. Order of screens: N370S GC, TDP1 cell noCPT, TDP1 inh
# Listed for `Cc1ccc(Nc2c(-c3ccco3)nc3nc(C)cc(C)n23)cc1` : 9%, ?, 2%
# Listed for `COC(=O)[C@H]1C[C@H]2CC[C@H](O)C[C@H]2N1Cc1c(F)cccc1Cl` : 2%, /, 5%

# Next compounds follow.
# Results follow in this order: N370S GC, TDP1 cell noCPT, TDP1 inh
COc1ccc(-n2nc(C(=O)NCC(=O)NCCCN3CCCCCC3)c3ccccc3c2=O)cc1Cl
  -14%, -10%, -7%
Cc1ccc(C(=O)NC(=S)Nc2cccc(NC(=O)c3ccccc3)c2)cc1[N+](=O)[O-]
  3%, 16µM*, 3%
COc1ccc(NC(=O)CN(C)C(=O)c2ccc(S(=O)(=O)Nc3ccccc3F)cc2)cc1
  -3%, -2%, /
CCOC(=O)C1=C(CC)Nc2ccccc2N=C1NC(=O)CCNC(C)=O
  -5%, ?, -4%
COc1cccc2c(=O)n(CC(=O)N3CCN(c4ccccc4)CC3)ccc12
  -9%, -4%, 3%
O=c1c2sc3ccccc3c2n(Cc2ccccc2F)c(=O)n1CCc1ccccc1
  /, -7%, 4%
CC(C)NC(=O)Nc1ccc(Br)cc1Cl
  -5%, -19%, /
C=CCN1C(=O)C(CC(=O)NCC)SC1=Nc1ccc(S(N)(=O)=O)cc1 (stereo not drawn)
  9%, -1%, 2%[56.1 µM]
Cn1cnc(S(=O)(=O)Nc2ccc(C(F)(F)F)cc2)c1
  6%, 11%, -1%
O=C(CN1CCCCCC1)N/N=C/c1cccs1
  7%, 9%, 5%
O=C(NCCC1=CCCCC1)C1CCN(C(=O)N2CCOc3ccc(Cl)cc32)CC1
  /, ?, 6%
O=C(Nc1sc2c(c1C(=O)O)CCC2)c1ccccc1Cl
  -9%, -17%, /
CCNc1nc(Oc2ccccc2)nc(OC(C)C(=O)OCC)n1 (stereo not drawn)
  7%, -13%, 3%[56.1 µM]
Cc1ccc(CN2C(=O)CCC2C(=O)NCc2ccc3c(c2)OCO3)cc1 (stereo not drawn)
  -3%, -32%, 5%
CCCn1nc(C(=O)NNC(=O)C2CSC3(C)CCC(=O)N23)c2ccccc2c1=O (stereo not drawn)
  -13%, -4%, 0%
CC1CN(Cc2cc(=O)oc3cc(O)ccc23)CC(C)O1 (stereo not drawn)
  ?, 4%, 21%
C=CCNC(=S)N1CCC(C(N)=O)CC1
  9%, -3%, 0%
Cc1ccc(NC(=O)CSc2nc(=O)cc(N)n2-c2ccccc2)cc1
  4%, -8%&-18%, -2%
O=C(COC(=O)c1ccc(Br)o1)NCC1CCCCC1
  /, -11%, -7%
O=C1c2ccc(-c3ccc4c(c3)C(=O)N(CCO)C4=O)cc2C(=O)N1CCO
  -6%, 6%, /
O=C(CCS(=O)(=O)c1ccccc1)Nc1ccc(N2CCOCC2)cc1
  1%, -1%, -1%
CC(=O)NS(=O)(=O)c1ccc(NC(=O)NC2CCCCC2)cc1
  6%, -5%, 4%
O=C(c1cc(C2CC2)on1)N1CCCC(N2CCN(c3ccc(F)cc3)CC2)C1 (stereo not drawn)
  4%, -22%, 3%
CC(=O)Nc1ccc(Nc2ncnc3c2cnn3-c2ccc(C)cc2C)cc1
  4%, -26%, 2%
COc1cccc(C2=C(C(C)=O)Sc3nncn3N2C(C)=O)c1
  /, 23µM*, 5%
COc1nc(-c2ccc(C)cc2)ccc1-c1noc(-c2cccnc2)n1
  3%, -5%&-28%, 3%&1%
COc1ccc(OCC(O)CNC(=O)c2ccccc2)cc1 (stereo not drawn)
  0%, 1%, 0%
Cc1ccc(C(=O)COC(=O)c2cc(=O)[nH]c3ccccc23)cc1C
  -1%, -24%, -6%
Cc1ccc2nc3c(c(N)c2c1)CCN3C
  27%, ?, /
CNC(=O)N(C1=NCCCCC1)c1ccc(Br)cc1
  1%, -12%, 0%
COc1ccc2cc(-c3nc(Cl)c4c5c(sc4n3)CC(C)CC5)c(=O)oc2c1 (stereo not drawn)
  /, -13%, 0%
